PLK1 PBD block: blocks phosphopeptide binding to human PLK1 polo-box domain | P53350 | Plk1 PBD binding of FITC phosphopeptide, fluorescence polarization | actives 2.8% (n = 360,000) | Potency, µM, for inactives: max response, negative = inhibition, actives largely listed as inhibitors; note: potency is the fitted concentration of half-maximal effect; series mostly up to about 57 µM; % is set by controls: 0 for no effect and ±100 for the full control effect; nearly all actives have a fitted effect of over 65% in size
Target sequence (P53350 whole entry, looked up, the tested form may be a part): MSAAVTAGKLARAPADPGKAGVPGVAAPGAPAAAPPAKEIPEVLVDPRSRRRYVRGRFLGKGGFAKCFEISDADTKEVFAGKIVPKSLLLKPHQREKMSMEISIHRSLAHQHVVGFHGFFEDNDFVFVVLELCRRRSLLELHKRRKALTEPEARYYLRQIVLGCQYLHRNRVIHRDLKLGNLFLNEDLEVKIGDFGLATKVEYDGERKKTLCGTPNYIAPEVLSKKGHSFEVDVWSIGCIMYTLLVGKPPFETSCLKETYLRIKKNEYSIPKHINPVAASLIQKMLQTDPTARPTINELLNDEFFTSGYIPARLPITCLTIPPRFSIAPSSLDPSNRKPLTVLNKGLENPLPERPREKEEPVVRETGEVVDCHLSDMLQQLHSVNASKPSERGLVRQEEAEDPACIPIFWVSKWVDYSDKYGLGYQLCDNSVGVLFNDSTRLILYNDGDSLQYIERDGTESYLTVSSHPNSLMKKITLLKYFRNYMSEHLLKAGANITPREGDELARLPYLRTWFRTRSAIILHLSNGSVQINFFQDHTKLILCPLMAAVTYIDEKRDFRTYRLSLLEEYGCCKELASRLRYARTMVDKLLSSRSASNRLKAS
IL2 activator: activators of IL-2; IL-2 activation reporter assay, cell-based qHTS; stimulated with anti-CD3/CD4/CD28 beads; in transgenic mouse T cells; actives 0.065% (n = 360,000); activation, % (series mostly up to about 46 µM); in the data active = activation above about 50%; inconclusive = mostly about 30% to 49%; note: 0% is about no effect
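EGFP and DsRed fluorescence is measured by plate cytometry in unstimulated transgenic mouse T cells exposed to compound for 60 minutes, then stimulated 18 hours at 37 degrees C with anti-CD3/anti-CD4 beads plus anti-CD28.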
EPAC1 ag: EPAC1 (human) agonism. O95398. EPAC1 agonist qHTS, biochemical assay; response scale: 100% = response to 6.5 mM cAMP. Potency, µM (highest dose often 154 µM), inactives show at the highest dose activation, most hits filed as activators. actives 0.073% (n = 360,000). AID 720707; note: potency is the fitted concentration of half-maximal effect; nearly all actives have a fitted effect of over 60% in size
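Fluorescent GDP-exchange assay: 100 nM EPAC1 with 250 nM Rap1B preloaded with BODIPY-GDP and 50 uM GDP; compounds tested as concentration series, 5 min at room temperature, then read every 5 min for 30 min (ex 480/em 540 nm); normalized to 6.5 mM cAMP.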
aSyn yeast inh: alpha-synuclein toxicity inhibition in yeast. Yeast expressing alpha-synuclein, growth rescue, BacTiter-Glo, 24 h. AID 652106. actives 0.14% (n = 370,000). Potency, µM (doses to about 46.1 µM), for inactives: at the highest dose growth rescue (activation), actives largely listed as activators; note: potency is the fitted concentration of half-maximal effect; % of control where 0% means no effect; nearly all actives have a fitted effect of over 65% in size
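Readout is rescue of growth in alpha-synuclein-expressing yeast, so inhibitors of toxicity appear as activators. Growth after 24 hr at 30 deg C in galactose medium is quantified by luminescence.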
Abeta yeast res: compounds reversing amyloid beta toxicity in yeast; yeast expressing A-beta42, growth rescue, OD600, 48 h; response scale: 0% DMSO, 100% iron-clioquinol control; Potency, µM (series often up to 46.1 µM), without a hit: top-dose growth rescue, most hits filed as activators; actives 0.063% (n = 410,000); note: potency is the fitted concentration of half-maximal effect; nearly all actives have a fitted effect of over 55% in size
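Yeast growth medium received pinned compounds, then yeast cells expressing toxic A-beta were added; plates incubated at 30 C for 48 hr. Growth read as absorbance at 600 nm, normalized to DMSO and equimolar FeCl3 plus clioquinol controls.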
FUS yeast rescue: suppressors of FUS proteinopathy in yeast; actives 0.24% (n = 390,000); Potency, µM (highest dose often 76.6 µM), for the others: at the highest dose growth rescue (activation), most hits filed as activators; S. cerevisiae FUS-expressing, growth rescue, OD600, 24 h;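 note: potency is the fitted concentration of half-maximal effect; plate controls were DMSO vehicle for no effect and reference control for full effect; nearly all actives have a fitted effect of over 55% in size; some results filed as inactive show a strong effect at the top dose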
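Absorbance at 600 nm, taken 24hr after compound addition, measured rescue of FUS-yeast growth at 30C. Induction used 2% galactose with seeding at OD 0.005. Controls: CP55940 from 92uM final, DMSO only.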
EPAC1 antagonist: EPAC1 (human) antagonism | AID 720709 | actives 0.14% (n = 360,000) | Potency, µM (top dose mostly 115 µM), without a hit: at the highest dose activity change, negative = inhibition, hits mostly inhibitors | EPAC1 GEF assay, Rap1b-BODIPY-GDP exchange fluorescence;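 note: potency is the fitted concentration of half-maximal effect; plate controls were vehicle for no effect and positive control for full effect; nearly all actives have a fitted effect of over 50% in size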
PI5P4K alpha inh: PI5P4K alpha (human) kinase inhibition; P48426; PI5P4Kalpha enzyme, ADP-Glo luminescence, 60 min; hits give low values; max response, %; actives 1.2% (n = 330,000); AID 652105; active = max response of -50% or lower; inconclusive = between -30% and -50%; inactive = -30% or higher; note: value at the top dose of about 77 µM; % is set by controls: 0 for no effect and ±100 for the full control effect
Target sequence (P48426 whole entry, looked up): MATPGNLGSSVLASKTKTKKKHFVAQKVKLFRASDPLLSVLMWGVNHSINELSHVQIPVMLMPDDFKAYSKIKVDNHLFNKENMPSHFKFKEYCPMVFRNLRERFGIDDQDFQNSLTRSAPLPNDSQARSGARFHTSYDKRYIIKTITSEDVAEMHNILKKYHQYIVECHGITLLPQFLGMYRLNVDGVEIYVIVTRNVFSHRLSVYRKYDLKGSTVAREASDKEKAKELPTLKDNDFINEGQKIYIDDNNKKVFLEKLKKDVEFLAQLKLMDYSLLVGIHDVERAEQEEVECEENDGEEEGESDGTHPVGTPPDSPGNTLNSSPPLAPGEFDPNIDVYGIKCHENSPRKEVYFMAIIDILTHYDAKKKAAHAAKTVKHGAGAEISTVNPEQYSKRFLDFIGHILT
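Single end-point luminescence (ADP-Glo) quantified ADP from PI5P4Kalpha turnover; ATP 5 microM final, 1 h at RT, 0.1% CHAPS and 0.28 mM EGTA in HEPES pH 7.4.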
WRN inhibitor: inhibitors of human WRN helicase; Q14191; WRN helicase unwinding, fluorescent forked duplex, kinetic; Potency, µM (titrated, usually from 114 µM), for inactives: at the top dose activity change, negative = inhibition, actives largely listed as inhibitors; actives 0.46% (n = 360,000); AID 651768; note: potency is the fitted concentration of half-maximal effect; % is set by controls: 0 for no effect and ±100 for the full control effect; nearly all actives have a fitted effect of over 55% in size
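WRN at 20 nM final was preincubated with compound for 15 min at room temperature; reaction started with 100 nM forked duplex oligonucleotide carrying fluorophore and quencher plus 2 mM ATP (final). Unwinding followed kinetically by red fluorescence (ex 525/em 598 nm).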
* = called active by the depositor; ? = inconclusive; nt = not tested or not shown; & = joins results of further samples; [ ] = dose if it differs, or a comment. Unless noted, calls come from the whole dose curve; as a rule, active = well fitted curve in the direction sought with a large enough effect; inconclusive = small, poorly fitted or top-dose-only effect, or another doubt; inactive = no such curve, though single readings can be large; an effect the other way counts as inactive or inconclusive. Outcome played no part in choosing rows; overall some 4.1% were active at least once.

SMILES | PLK1 PBD block | IL2 activator | EPAC1 ag | aSyn yeast inh | Abeta yeast res | FUS yeast rescue | EPAC1 antagonist | PI5P4K alpha inh | WRN inhibitor
Cn1c(=O)c2ncn(CC(=O)Nc3ccc(N4CCOCC4)cc3)c2n(C)c1=O | -2% | 1.0 | -1% | 1% | -2% | 25% | 8% | nt | 7%
CC(=O)CCSc1ncnc2sc(-c3ccccc3)cc12 | -1% | -3.2 | 6% | 6% | 22% | 3% | -12% | 8 | 0%
CCCC(=O)N(Cc1cccnc1)c1nc2c(OC)ccc(Cl)c2s1 | -11% | -2.9 | 5% | -13% | 4% | 7% | ? | 1 | 5%
CCc1c(C)nc(Nc2nc(C)c3ccc(OC)cc3n2)[nH]c1=O | -3% | -0.6 | 0% | ? | -13% | 3% | -18% | nt | -5%
Cc1[nH]c2ccccc2c(=O)c1CN1CCCCCC1 | -2% | -0.1 | 10% | 0% | -21% | 5% | -6% | 9 | 6%
COc1cc(/C=N/NC(=O)CCc2c(C)n[nH]c2C)cc(OC)c1OC | -3% | 0.5 | -1% | 1% | 7% | 0% | 5% | 5 | 4%
Cc1ccc(NC(=O)CN2C(=O)COc3ccc(S(=O)(=O)N4CCOCC4)cc32)cc1N(C)C | -7% | -0.6 | -10% | -1% | 1%&-10% | 16%&3% | -25% | 3 | 8%
C#CCSc1nnc(-c2cccc3ccccc23)o1 | -8% | 0.6 | 28% | 5% | -15% | 9% | -9% | nt | -9%
O=[N+]([O-])c1cc(S(=O)(=O)N2CCCC2)ccc1N/N=C/c1ccncc1 | 5% | 0.2 | -9% | 2% | 17% | nt | -15% | 9 | -19%
O=C1CCc2cc(S(=O)(=O)NCc3ccccc3Cl)cc3c2N1CC3 | -3% | 2.2 | 8% | 0% | 0%&-9% | 3%&-1% | 1% | -8 | 2%
CN1CCN(S(=O)(=O)c2cccc(C(=O)Nc3cc(Cl)ccc3N3CCOCC3)c2)CC1 | -2% | 1.6 | -11% | 2% | -11% | 14% | 3% | 9 | 1%
CCN(CC)c1ccc(-n2cc3c(=O)n(C)c(=O)n(C)c3c2)cc1 | -13% | -1.8 | 5% | 0% | -4% | 15% | -8% | -23 | -20%
O=C(CSc1nnc(NC2CCCCC2)s1)N1CCOCC1 | 4% | 0.4 | -4% | 1% | -10% | -25% | 21% | -1 | 2%
O=C(c1ccc(S(=O)(=O)N2CCCC2)cc1)N1CCN(Cc2ccc3c(c2)OCO3)CC1 | -9% | -2.4 | 0% | 1% | 15% | 8% | 12% | 9 | -11%[57.1 µM]
CNS(=O)(=O)c1cccc(C(=O)OCC(=O)C23CC4CC(CC(C4)C2)C3)c1 | -7% | -2.3 | 20% | 1% | 0% | 30% | -28% | 4 | -9%
Cc1cc(F)ccc1NCc1ccccc1[N+](=O)[O-] | -1% | 0.2 | 5% | 15% | 29% | 13% | -14% | 4 | -8%
COc1ccc(NC(=O)c2ccccc2NC(=O)CSc2ccc(Cl)cc2)cc1 | -3% | 0.7 | -4% | -14% | 5% | 26% | 8% | 8 | 8%
C#CCOCCOCCOCCNc1nc(N2CCN(C(=O)C([C@@H](C)CC)n3cc(C(N)CC(C)C)nn3)CC2)nc(N2CCN(C(=O)[C@H](CCC(=O)O)n3cc(C(N)CC(C)C)nn3)CC2)n1 (stereo partly specified) | -11% | 0.3 | -1% | 2% | -11% | 23% | -19% | 1 | 0%
CS(=O)(=O)N(Cc1ccc(C(=O)NC2CCCC2)cc1)c1ccccc1 | -14% | 0.2 | 5% | 0% | -13% | -5% | 1% | -5 | -4%
Cn1nnc(NC(=S)NC(=O)c2cccc3c(Cl)cccc23)n1 | -23% | -3.7 | -9% | -5% | ? | -7% | 3% | -11 | 11%
CCc1nnc(NC(=O)CN2CCN(Cc3cccc(OC)c3)CC2)s1 | -24% | -3.9 | -3% | 1% | -5% | 24% | -9% | 0 | 4%
COc1ccc(C(=O)/C=C/Nc2ccc([N+](=O)[O-])cc2C)cc1OC | -5% | -2.2 | 2% | -1% | -18% | 19% | -5% | 0 | 4%
N=C1CCCN1c1ccccc1O | 1% | 2.0 | 5% | 4% | 3% | -16% | -27% | 1 | 2%
CCNC(=S)N/N=C/c1cn(Cc2ccc(F)cc2)c2ccccc12 | 0% | -0.3 | 10% | 1% | ? | 24% | -6% | 13 | -9%
CC(Sc1nnnn1C)C(=O)NC1CCCc2ccccc21 (stereo unspecified) | 1% | -1.1 | -3% | 2% | 5% | -2% | 6% | 1 | -9%
(cont.)
SMILES | PLK1 PBD block | IL2 activator | EPAC1 ag | aSyn yeast inh | Abeta yeast res | FUS yeast rescue | EPAC1 antagonist | PI5P4K alpha inh | WRN inhibitor
Cc1cc(C)n2nc(SCC(=O)c3cccs3)nc2n1 | -5% | -1.2 | 6% | 2% | 4% | -11% | -2% | -3 | -4%
COc1ccc(NC(=O)[C@@H]2CCCN2S(=O)(=O)c2ccc(Cl)cc2)cc1 | 2% | 0.5 | 3% | -7% | 10% | -16% | -16% | 1 | -5%
Fc1ccc(NC(=S)N2CCCC2)cc1Cl | -11% | -3.7 | 11% | -6% | -1% | -9% | -17% | 1 | 0%
Cc1cc(C(=O)CN2C(=O)c3ccccc3S2(=O)=O)c(C)n1-c1ccccc1 | -6% | -2.0 | 10% | 21% | -2% | ? | -5% | -11 | 0%
COC(=O)[C@H](NC(=O)c1cc([C@@H](NC(=O)OC(C)(C)C)C(C)C)sc1N)C(C)C | -24% | 0.9 | -14% | 0% | -19% | ? | -16% | -24 | -3%
Cc1ccc(N(C)S(=O)(=O)c2cccc(C(=O)NCC(c3ccco3)N3CCCC3)c2)cc1 (stereo unspecified) | -1% | 0.5 | 10% | 0% | -4% | -1% | -11% | -9 | 0%
COc1cccc(CNS(=O)(=O)c2ccc3c(c2)N(C)CCO3)c1 | 1% | -2.9 | 12% | 8% | 14% | 13% | -26% | 2 | -2%
COC(=O)c1cn(-c2ccccc2)c(=O)c2ccccc12 | 3% | -0.2 | 1% | 11% | -7% | -3% | 7% | 0 | -2%
CC(NC(=O)/C(=C/c1ccc(OC(F)F)cc1)c1ccccc1)c1ccccc1 (stereo unspecified) | -6% | -0.7 | -2% | -11% | 1% | nt | -12% | 12 | 6%
CCc1nnc(NS(=O)(=O)c2ccc(N=Cc3c(C)[nH]n(-c4ccc(C)c(C)c4)c3=O)cc2)s1 | ? | -4.7 | -8% | -29% | -34% | 25% | ? | -1 | -28%
CC(=O)Nc1nc(C)c(-c2nc3ccc([N+](=O)[O-])cc3[nH]2)s1 | 1% | -1.4 | 5% | 0% | -10% | 16% | 12% | 2 | -14%
Cn1cccc1CC(=O)N/N=C\c1cccs1 | -12% | 0.3 | 2% | -3% | -6% | nt | -18% | -2 | -32%
COC(=O)c1ccc(NC(=S)NNC(=O)CC(C)C)cc1 | 27µM* | 0.5 | 1% | -7% | 8% | 3% | 0% | -12 | -27%[57.1 µM]
CN(CC(=O)Nc1cc([N+](=O)[O-])ccc1Cl)Cc1ccc(Br)cc1 | -9% | 0.2 | 11% | 14% | 4% | nt | 10% | 6 | 13%
COc1ccc(NC(=O)CN2C(=O)NC3(CC(C)CC(C)(C)C3)C2=O)cc1S(=O)(=O)N1CCCCC1 (stereo unspecified) | -2% | -0.4 | -9% | -4% | -1% | 43% | -21% | 0 | 9%
CCOc1ccc(OCC)c(NC(=O)C2CCN(S(=O)(=O)c3cccnc3)CC2)c1 | -5% | -2.2 | 0% | 17% | 1% | 0% | 14% | nt | -1%
Cc1cc(N2C(=O)C(O)=C(C(=O)c3cccs3)C2c2cccc(Br)c2)no1 (stereo unspecified) | ? | -1.7 | -5% | 3% | -30%[inhibitor] | ? | -20% | 1 | -16%
O=C(CSc1nc2ccccc2c(=O)n1CCCO)NCc1ccccc1 | -16% | -0.3 | 8% | 1% | -2% | 26% | 12% | nt | -1%
O=C(c1cc(Cl)ccc1O)N1CCN(S(=O)(=O)Cc2ccccc2)CC1 | -1% | 0.5 | -3% | 8%[1.84 µM] | 7% | 12% | 6% | -6 | 8%
COc1ccc(C(C)=O)cc1CSC(=N)N | -2% | 0.8 | 0% | -4% | -5% | -26% | 9% | 6 | -8%
Cc1cc([N+](=O)[O-])nn1CC(=O)NCc1ccco1 | -6% | -5.1 | 10% | 0% | 7% | -1% | -11% | -3 | 7%
CNc1nc2ccccc2n1N | -2% | -0.3 | -12% | -15% | 1% | nt | -6% | -7 | 3%
CNC(=O)c1cc2ncc(C(F)(F)F)cc2s1 | -16% | -0.6 | 12% | -15% | -10% | 16% | 0% | -6 | 8%
Cc1cccc(C)c1N1CCN(C(=O)N2CCCCC2)CC1 | -6% | -0.1 | 1% | -3% | -3% | -6% | -7% | -10 | 8%
Oc1cccnc1CCc1ccccc1 | -2% | 0.3 | -2% | -3% | -23% | 4% | 14% | 0 | 8%
N#CCSc1ncnc2ccccc12 | -14% | 0.8 | 6% | -3% | -13% | -2% | -15% | 0 | 6%
Cc1cccc(-c2nc3c(c(SCC(=O)N4CCOCC4)n2)COC(C)(C)C3)c1 | 1% | -4.9 | -1% | 1% | -17% | -7% | 17% | 2 | 5%
N#CC(C(=O)NCCc1ccccc1)c1nc2ccccc2nc1N1CCOCC1 (stereo unspecified) | 25% | 14 | 16% | 5% | -3% | 0% | 43%[activator] | -3 | -6%
CCOC(=O)C1CCN(C(=O)COC(=O)C2CCN(S(=O)(=O)c3ccc4c(c3)OCCO4)CC2)CC1 | -3% | 0.7 | 0% | 2% | 9% | 21% | 9% | 3 | 0%
Cc1cc(C)cc(Nc2ccc3nonc3c2[N+](=O)[O-])c1 | -11% | -2.9 | 0% | -3% | -7% | 22% | -20% | -11 | -6%
